A3A deaminase = blocks human APOBEC3A ssDNA deamination; 330,000 compounds, 0.41% hits; P31941; recombinant A3A, FAM/TAMRA ssDNA deamination fluorescence; inhibition, % at 20 µM;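 active means at least 40% inhibition at 20 µM here, with at most 30% in a related deaminase screen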;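 further: plate controls were A3A with DMSO for no effect and wells lacking A3A enzyme for full effect; some results filed as inactive read as strong as hits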
Target sequence (P31941 whole entry, looked up): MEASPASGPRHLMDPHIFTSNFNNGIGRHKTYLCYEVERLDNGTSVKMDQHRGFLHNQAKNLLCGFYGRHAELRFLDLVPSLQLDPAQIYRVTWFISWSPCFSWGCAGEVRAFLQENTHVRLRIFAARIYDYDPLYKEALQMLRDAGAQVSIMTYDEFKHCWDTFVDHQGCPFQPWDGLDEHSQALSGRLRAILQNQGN
mIAP activ = increases mouse intestinal alkaline phosphatase activity. activation factor at 10 µM. AID 2805. 330,000 compounds, 0.24% hits. muIAP, CDP-Star luminescence, 30 min; active compounds read high; 1 = vehicle-only enzyme signal, 0 = enzyme-free wells;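 active means activation factor of at least 2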; further: the source names both 10 and 20 µM as test concentration; values of inactives mirror those of a sister screen read the other way
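Assay system: mouse IAP enzyme; Reagent: CDP-Star chemiluminescent phosphatase substrate; Compound: DMSO-dissolved test compounds; Incubation: 30 min, room temperature; Technique: luminescence from enzymatic CDP-Star hydrolysis; Controls: DMSO-only wells and no-enzyme negative control.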
MIN6 prolif = inducers of beta-cell replication in MIN6 cells; MIN6 cells proliferation, ATPlite luminescence, 48 h; cells starved in 0.2% serum; 100% = growth in 10% serum; proliferation, % at 10 µM; 330,000 compounds, 0.29% hits; AID 2380;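 active means compounds whose signal lies at least 3.5 SD above the mean of all wells on their plate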;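 further: 0% = DMSO-treated cells in low-serum medium and 100% = 10% serum control; some compounds called inactive have numbers as strong as hits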
mIAP block = blocks mouse intestinal alkaline phosphatase; inhibition, % at 10 µM; purified mouse IAP, CDP-Star luminescence, 30 min; 330,000 compounds, 0.2% hits;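 active means inhibition of at least 40% at 10 µM in the primary screen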;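 further: plate controls were DMSO with enzyme for no effect and no enzyme wells for full effect; values of inactives mirror those of a sister screen read the other way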
TIM10 inh = inhibits growth of TIM10 yeast strain | S. cerevisiae TIM10 strain growth, BacTiter-Glo luminescence, 24 h | inhibition, % at 10 µM | 330,000 compounds, 1.4% hits | AID 463195;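 active means inhibition of 40% or more at the single tested concentration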;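 further: wild-type TIM10 isogenic control strain grown at permissive 25 °C; 0% = DMSO yeast wells and 100% = minimal medium wells without yeast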
APOBEC3G inh = inhibitors of human APOBEC3G DNA deaminase; Q9HC16; recombinant A3G, ssDNA deamination FAM/TAMRA fluorescence; inhibition, % at 20 µM; 330,000 compounds, 0.28% hits;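 active means inhibition of at least 40% at 20 µM, with no more than 30% in the related APOBEC3A deaminase screen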;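 further: plate controls were DMSO wells with A3G for no effect and wells lacking A3G enzyme for full effect; some compounds called inactive have numbers as strong as hits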
Target sequence (Q9HC16 whole entry, looked up): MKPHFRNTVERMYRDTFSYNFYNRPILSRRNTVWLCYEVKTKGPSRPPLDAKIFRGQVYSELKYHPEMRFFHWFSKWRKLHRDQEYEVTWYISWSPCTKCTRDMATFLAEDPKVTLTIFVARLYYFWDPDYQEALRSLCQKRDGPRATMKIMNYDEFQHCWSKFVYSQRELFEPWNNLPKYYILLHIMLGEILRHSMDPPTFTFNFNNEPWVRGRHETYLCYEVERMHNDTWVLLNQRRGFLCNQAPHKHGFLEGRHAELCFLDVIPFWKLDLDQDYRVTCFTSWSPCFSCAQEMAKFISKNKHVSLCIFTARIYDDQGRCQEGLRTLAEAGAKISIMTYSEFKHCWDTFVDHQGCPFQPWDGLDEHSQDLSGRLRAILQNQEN
NLRP3 yeast inh = inhibitors of NALP3 inflammasome in yeast; 330,000 compounds, 0.39% hits; AID 2825; inhibition, % at 10 µM; Yeast reconstituted NLRP3/ASC/caspase-1, beta-gal luminescence, 24 h;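 active means inhibition of 50% or more; inactive means inhibition below 50%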;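 further: plate controls were induced DMSO wells for no effect and uninduced yeast grown without galactose for full effect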
tim10-1 inh = tim10-1 yeast growth inhibition | 330,000 compounds, 2.2% hits | S. cerevisiae tim10-1 ts strain growth, BacTiter-Glo, 24 h | inhibition, % at 20 µM;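 active means inhibition of at least 40%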;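 further: mutant grown at 25 °C; 0% = DMSO wells with yeast and 100% = wells holding no yeast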
hIAP inh = human IAP inhibition | P09923 | 330,000 compounds, 0.12% hits | inhibition, % at 10 µM | purified IAP, CDP-Star luminescence, 30 min;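 active means inhibition reaching a set limit with compound at 10 µM in the primary screen, cut at about 35% in these data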;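 further: plate controls were DMSO wells with enzyme for no effect and no-enzyme buffer wells for full effect; values of inactives mirror those of a sister screen read the other way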
Starred values were filed as active, the others as inactive. Rows were taken by chance; 4.6% or so of the library scored in one or more.

SMILES	A3A deaminase	mIAP activ	MIN6 prolif	mIAP block	TIM10 inh	APOBEC3G inh	NLRP3 yeast inh	tim10-1 inh	hIAP inh
COC(=O)CC1SCCNC1=O (stereo not drawn)	-4	1.1	-1	-7	-10	-2	8	4	10
CC1=CC(=O)OC1Cc1ccncc1 (stereo not drawn)	2	0.99	2	1	2	-5	0	0	-16
NS(=O)(=O)c1ccc(CCNC(=O)C2CCN(S(=O)(=O)c3cccc4cccnc34)CC2)cc1	-2	0.95	0	5	3	1	3	-3	-26
Cc1cc(C)cc(OCC(=O)OCC(=O)NCc2cccs2)c1	-4	1	2	0	8	-5	13	-2	-17
Cc1c2cnn(CC(=O)NCc3ccccn3)c(=O)c2c(C)n1Cc1ccccc1	-5	1.1	0	-5	5	-12	-15	10	6
Cc1cccc(C(=O)OC2CCN(C)CC2)c1	2	1.1	-2	-6	-8	0	10	1	3
CCOC(=O)C1CCN(CC(O)COc2ccc(C(=O)CC)cc2)CC1 (stereo not drawn)	1	1	-2	-4	11	-5	13	11	36*
CCCn1c(SCC(N)=O)nnc1C(C)C	1	1.1	-2	-7	4	1	0	11	12
Cc1cc(Nc2cccc(Cl)c2)c2ccccc2n1	-4	1	-3	-1	2	-9	28	-11	-3
CN(CCNC(=O)C1CCC(=O)N(Cc2cccc(F)c2)C1)CCc1ccccc1 (stereo not drawn)	-5	1	-3	-2	-9	-5	9	-11	-43
CN(CC(=O)Nc1ccccc1Cl)C(=O)C1CCN(C(=O)c2ccc(Cl)cc2)CC1	-1	0.94	-3	6	4	-5	-1	10	15
CN1CCN(c2ccccc2NC(=O)COc2ccccc2)CC1	-1	1.1	-3	-6	-13	-6	7	-5	-5
CC(NC(=O)NC(=O)c1cccc([N+](=O)[O-])c1)C1CC1 (stereo not drawn)	3	1.1	-2	-6	-8	-1	17	-5	20
CC(C)Oc1cccc(C(=O)C2CCCN(C(=O)c3noc4c3CCCC4)C2)c1 (stereo not drawn)	1	1	-3	-1	6	-2	15	29	-12
CC(=O)N1CCOc2ccc(S(=O)(=O)NCC3CCC(C(=O)Nc4ncccc4C)CC3)cc21 (stereo not drawn)	28	0.81	-2	19	-9	-6	7	19	-9
O=C(N/N=C/C=C/c1ccccc1)c1ccccc1Br	5	1	2	-1	3	3	9	14	5
COC(=O)c1sccc1NC(=S)N1CCN(c2ccc(F)cc2)CC1	-1	1	0	-2	28	1	-16	33	13
CCN(CC(=O)Nc1c(F)cccc1F)C(=O)COc1cccc2c1OC(C)(C)C2	-1	1	4	-4	3	-6	14	-9	-13
Cc1ccc(C(=O)NCC(=O)NNC(=O)CN(C)S(=O)(=O)c2ccc(Cl)cc2)s1	-2	0.96	-3	4	-9	-5	7	-16	-29
CC(C)(CNC(=O)CNC(=O)c1ccc(Cl)cc1Cl)N1CCOCC1	1	1.1	1	-8	5	-4	23	2	4
O=[N+]([O-])c1cccc(C(O)C23CN4CN(CN(C4)C2)C3)c1 (stereo not drawn)	1	0.96	0	4	-7	-5	18	-17	9
CCc1ccc(NC(=O)c2noc(C(C)C)c2[N+](=O)[O-])cc1	-5	0.97	-6	3	46*	-6	-12	52*	-14
Oc1oc(-c2ccc(Br)cc2)nc1/C=N/c1ccccn1	-2	0.92	2	8	5	-4	16	7	-4
Cc1ccc(NC(=O)CCc2nnc3ccc(N4CCC5(CC4)OCCO5)nn23)cc1F	-2	1	0	-4	-4	-4	1	-14	-18
COc1cc(/C=N/N=C2/NC(=O)C(c3ccccc3)S2)ccc1O (stereo not drawn)	2	0.89	-1	12	24	-2	-7	33	3
CC(=O)Nc1ccc(S(=O)(=O)NCCC(=O)NCc2ccncc2)cc1	-1	0.96	5	4	0	-4	14	-5	0
CC1CCN(S(=O)(=O)c2ccc3c(c2)oc(=O)n3CC(=O)N2c3ccccc3CC2C)CC1 (stereo not drawn)	-3	1.1	0	-12	0	-8	8	15	4
Fc1cccc(F)c1-n1c(CN2CCOCC2)csc1=S	-4	1	-2	-4	8	-5	3	12	0
O=C(c1cc2ccccc2oc1=O)N1CCN(Cc2ccc3c(c2)OCO3)CC1	-2	0.94	4	6	5	-2	33	12	7
CN(CC(=O)Nc1cccc(F)c1)C(=O)c1ccc(NC2CC2)c([N+](=O)[O-])c1	2	0.83	-1	17	12	-7	29	15	16
O=C(Nc1nnc(S(=O)(=O)N2CCCCCC2)s1)c1ccccc1Br	-2	0.94	1	6	20	0	-3	25	11
COc1ccc2[nH]c(=O)c(CN(CC3CCCO3)C(=S)Nc3ccc(C)cc3)cc2c1 (stereo not drawn)	-2	0.91	0	9	21	-5	15	20	10
CCCCC(=O)Nc1ccc(NC(=O)CC)cc1OC	0	1	-4	-4	-2	2	-5	7	4
O=CN1CCN(C(=O)c2cccc([N+](=O)[O-])c2)CC1	-2	1	-1	0	-6	-1	12	8	-4
COc1ccc(OCCSc2nnc(C(C)NC(=O)c3ccccc3F)n2C)cc1 (stereo not drawn)	3	0.97	-1	3	6	-3	-3	18	11
CNC(=O)c1cn(-c2ccc(Cl)cc2)c(=O)c2ccccc12	0	0.94	0	6	8	-7	9	-6	13
O=C(CN(c1ccc(F)cc1)S(=O)(=O)c1ccccc1)NC1CCCCCC1	2	1	-2	-1	2	-5	-5	-15	-40
NC(=O)c1ccccc1OCCOc1ccc(Br)cc1	2	1	-3	0	28	-4	13	-44	1
COCCCn1c(Cc2csc(Nc3cccc(Cl)c3)n2)nnc1SCC(=O)OC	36	0.86	1	14	19	6	1	17	-16
Cn1c(NCc2cccc(Br)c2)nc2ccccc21	-2	1.1	-3	-5	-14	-2	25	32	18
Cc1cccc(NC(=O)CSCC(=O)Nc2ccc(S(=O)(=O)N3CCOCC3)cc2)c1	-3	0.96	-2	4	-6	-11	6	-5	-5
CCOC(=O)c1ccc(S(=O)(=O)NNC(=O)c2cccc(N(C)C)c2)cc1	2	0.96	-4	4	10	-10	-7	4	-2
COCCNC(=O)COC(=O)c1nsc(Cl)c1Cl	4	0.94	-2	6	15	-2	-2	18	8
Cc1onc(-c2c(F)cccc2Cl)c1C(=O)N(C)CC(=O)Nc1cccc(F)c1	0	0.99	-1	1	8	5	0	13	-4
FC(F)(F)c1cccc(CON=C2CCN(c3ncc(C(F)(F)F)cc3Cl)CC2)c1	13	0.97	-3	3	1	9	-3	2	-26
CCOc1ccc(C2C3=C(CCCC3=O)OC(N)=C2[N+](=O)[O-])cc1 (stereo not drawn)	1	1.1	-2	-7	13	-3	12	6	3
CSCC(C)N1CCC(CO)(CCc2ccccc2)CC1 (stereo not drawn)	-3	1	-3	-1	-20	-13	1	16	-16
COc1ccc(CCC(=O)Nc2ccc3c(c2)OCO3)cc1OC	-8	1.1	-2	-5	-3	-3	15	20	-19
COc1cccc(OC)c1C(=O)Nc1ccc(C)cc1C(=O)c1ccccc1	1	0.96	1	4	30	-11	17	30	8
O=C(CSCc1ccc(Br)cc1)NCCc1ccccc1	-5	1	-3	-2	11	-11	26	9	-26
O=C(NC1CCN(Cc2ccccc2)CC1)c1ccccc1OCc1ccccc1Cl	-3	1	-8	-4	19	12	27	29	-3
COc1ccc(N2CCN(C(=O)CN3C(=O)c4ccccc4S3(=O)=O)CC2)cc1	1	0.96	-1	4	13	-5	27	30	7
CCc1ccc(N(CC(=O)NC(C)C)C(=O)CCC(=O)Nc2ccccn2)cc1	5	1.1	5	-14	6	0	4	3	-4
CCc1noc(C)c1C(=O)NNC(=O)c1ccc(F)cc1	1	1	2	-3	4	8	12	8	10
CC(CNS(=O)(=O)c1ccc(Br)cc1)CN(C)C (stereo not drawn)	-1	1.1	0	-5	3	-5	-9	6	6
COc1cccc(NC(=O)c2ccccc2Br)c1	-3	0.98	-2	2	-5	-10	15	-3	7
O=C(NCCN1CCCCC1)Nc1ccc(Cl)cc1	-6	1.1	3	-7	6	-4	8	-13	-6
COc1cccc(-c2nc(=S)c3c(n2CCCO)CCCC3)c1	-5	1.1	1	-14	-5	-3	16	7	-138
Cc1onc(-c2ccccc2Cl)c1C(=O)N(Cc1nc(-c2ccccc2)no1)C1CCCCC1	4	0.98	-6	2	19	1	5	23	11
COc1cccc(-n2cc(C(=O)NCCCOC(C)C)c3ccccc3c2=O)c1	0	1.1	-3	-10	20	-3	16	12	-2

Given comma-delimited: part of the list above.
compound,A3A deaminase,mIAP activ,MIN6 prolif,mIAP block,TIM10 inh,APOBEC3G inh,NLRP3 yeast inh,tim10-1 inh,hIAP inh
O=C(CSCc1ccc(Br)cc1)NCCc1ccccc1,-5,1,-3,-2,11,-11,26,9,-26
COc1ccc(N2CCN(C(=O)CN3C(=O)c4ccccc4S3(=O)=O)CC2)cc1,1,0.96,-1,4,13,-5,27,30,7

Later entries.
SMILES	A3A deaminase	mIAP activ	MIN6 prolif	mIAP block	TIM10 inh	APOBEC3G inh	NLRP3 yeast inh	tim10-1 inh	hIAP inh
CCOC(=O)c1c(CSc2ccccc2)oc2cc(Br)c(O)c(CN(C)C)c12	-6	1.1	-4	-7	7	-1	11	2	-19
O=C(COC(=O)c1cnccn1)Nc1cccc2ccccc12	3	0.96	-1	4	-4	-1	5	3	-5
COc1cc(OC)c(OC)cc1CN1CCSCC1	-1	1	-2	-3	2	-5	17	0	10
Cc1ccc(NC(=O)c2cc([N+](=O)[O-])ccc2NCc2cccnc2)cc1	0	0.93	-4	7	37	-5	5	35	-6
CCCc1nnc(NC(=O)CCC(=O)N2CCN(Cc3ccc(OC)c(F)c3)CC2)s1	-3	1	1	-3	2	-6	4	-8	-7
O=C(CCn1c(=S)oc2ccccc21)Nc1cccc(O)c1	-3	1.2	-1	-21	-18	-5	6	22	-10
O=C1NCCCC1C(=O)N/N=C/c1cccc([N+](=O)[O-])c1 (stereo not drawn)	-2	1	-2	-3	26	-4	8	7	1
Cc1cccc(C(C)C)c1-n1nnnc1-c1ccccc1	-8	1.1	-1	-9	9	-4	33	17	-3
Cc1csc(NC(=O)c2oc3ccccc3c2C)n1	-2	1	-5	-1	-5	-7	13	-19	-4
Cc1ccc(NC(=O)CCc2nnc3ccc(N4CCC5(CC4)OCCO5)nn23)nc1	-6	1	-2	-4	11	-3	10	3	-5
Cn1c(=O)c2c(ncn2CC(=O)OCC(=O)Nc2ccc(Cl)cc2Cl)n(C)c1=O	-1	0.93	-1	7	3	-5	1	4	6
Cc1ccc(NNC(=O)C(O)(c2cccc(C(F)(F)F)c2)c2cccc(C(F)(F)F)c2)cc1	-1	0.95	0	5	27	-8	16	-16	3
N#CCCN1CCN(S(=O)(=O)c2ccc(S(=O)(=O)NC3CCCCC3)cc2)CC1	2	0.95	6	5	8	11	4	-4	2
O=C(CCSCc1ccccc1)Nc1ccc2c(c1)OCCO2	0	1.2	-2	-21	15	-4	16	11	-7
C=CCn1c(-c2cc(OC)c(OC)c(OC)c2)n[nH]c1=S	0	0.89	0	11	-3	30	15	-1	-58
CCCN(CCC)C(=O)C1CCN(c2ccc(S(=O)(=O)N3CCOCC3)cc2[N+](=O)[O-])CC1	-2	0.98	2	2	-2	-5	21	-2	9
Cc1noc2ncnc(Oc3ccccc3)c12	-5	0.92	-2	8	7	-5	-4	6	26
COc1ccc(Cl)cc1NC(=O)C(C)N1CCN(C/C=C/c2ccccc2)CC1 (stereo not drawn)	-6	1.1	-4	-12	-20	-10	16	-71	18
